# G9a inh = G9a (human) methyltransferase inhibition. Q96KQ7. G9a H3K9 monomethylation, AlphaScreen, 2 h. Potency, µM (doses to about 102 µM), without a hit: top-dose activity, negative = inhibition, usual class: inhibitors. hit rate 8.8% among 350,000; note: potency is the fitted concentration of half-maximal effect; % is set by controls: 0 for no effect and ±100 for the full control effect; nearly all actives have a fitted effect of over 75% in size
#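 Enzyme 20 nM + cpd, 15 min RT; add b-H3K9 pep 500 nM / SAM 20 uM; 2 h RT; anti-H3K9me1 Ab 0.5 ug/mL + SA donor / anti-rabbit acceptor beads 20 ug/mL each, 10 min; AlphaScreen read.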
# Tb PGK inh = T. brucei PGK inhibition; P07378; Potency, µM (series often up to 57.5 µM), without a hit: top-dose activity change, negative = inhibition, actives largely listed as inhibitors; hit rate 0.043% among 380,000; PGK/GAPDH coupled, Kinase-Glo luminescence, 60 min; AID 602233; note: potency is the fitted concentration of half-maximal effect; % is set by controls: 0 for no effect and ±100 for the full control effect; nearly all actives have a fitted effect of over 60% in size
#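 Luminescent ATP detection (Kinase-Glo Plus) follows a 60-minute room-temperature incubation, with wells lacking PGK as controls. Buffer: 100 mM TEA (pH 7.6), 5 mM MgCl2, 0.01% Tween-20. Coupling enzyme GAPDH (100 nM final) supplies unstable 1,3-BPG in-well.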
# GLS inh = blocks human kidney-isoform glutaminase activity; O94925; GLS enzymatic activity, qHTS titration; Potency, µM (titrated, usually from 45.5 µM), for the others: top-dose activity change, negative = inhibition, actives largely listed as inhibitors; hit rate 0.21% among 410,000; AID 624170; note: potency is the fitted concentration of half-maximal effect; % is set by controls: 0 for no effect and ±100 for the full control effect
#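 Read-out is an Amplex red fluorescence increase coupled through glutamate oxidase and HRP, measured before and after 30 min room-temperature incubation. hKGA is in 45 mM KH2PO4 (pH 8.2) with 0.02% Tween-20; glutamine added as 1mM solution.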
# PI4K2A inh = PI4K2A (human) kinase inhibition | purified PI4K2A, ADP-Glo luminescence, 1 h; active compounds read low | activity change, negative = inhibition, % at 76.9 µM | hit rate 0.13% among 420,000 | Q9BTU6; in the data active = activity change below about -50%; inconclusive = mostly about -30% to -49%;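 note: -100% = wells without enzyme as full effect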
#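 Compounds are screened against recombinant PI4K2A using PI as substrate and ATP, the latter dispensed at 300 microM. Reactions run one hour at ambient temperature before ADP-Glo detection; full inhibition defined by wells lacking enzyme.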
# JMJD2A Tudor = inhibitors of human JMJD2A Tudor domain; O75164; hit rate 4.4% among 390,000; Potency, µM (highest dose often 114 µM), for inactives: at the top dose activity change, negative = inhibition, actives largely listed as inhibitors; AlphaScreen JMJD2A-Tudor / H3K4me3 peptide binding; note: potency is the fitted concentration of half-maximal effect; % is set by controls: 0 for no effect and ±100 for the full control effect; nearly all actives have a fitted effect of over 50% in size
# POLH inh = DNA polymerase eta (human) inhibition; Potency, µM (series often up to 114 µM), inactives show at the highest dose activity change, negative = inhibition, usual class: inhibitors; AID 588591; hit rate 1.2% among 390,000; recombinant Pol eta, fluorescent DNA replication assay; Q9Y253; note: potency is the fitted concentration of half-maximal effect; % is set by controls: 0 for no effect and ±100 for the full control effect
#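 Fluorescent replication assay: 50 nM final substrate added after a 15 min room-temperature compound preincubation with 10 nM enzyme. Signal taken at 0 min and again at 10 min.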
# HP1b chromo inh = blocks HP1-beta chromodomain binding to methylated histone tails; P83916; AlphaScreen HP1-beta / biotin-H3K9me3 peptide binding; Potency, µM (top dose mostly 114 µM), without a hit: at the top dose activity change, negative = inhibition, most hits filed as inhibitors; hit rate 0.56% among 390,000; AID 540317; note: potency is the fitted concentration of half-maximal effect; nearly all actives have a fitted effect of over 70% in size; inactives centre near 23
#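 AlphaScreen: HP1-beta (50 nM) preformed 30 min with biotin-H3(1-18)K9me3 peptide (50 nM) in PBS pH 7.4, 0.01% Tween-20. Compound added for 30 min at RT, then streptavidin donor/nickel chelate acceptor beads (10 ug/mL) for 30 min.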
# BAZ2B block = inhibitors of human BAZ2B bromodomain. Q9UIF8. AlphaScreen BAZ2B-H3K14Ac peptide displacement. Potency, µM (highest dose often 114 µM), for the others: at the top dose activity change, negative = inhibition, usual class: inhibitors. hit rate 4.4% among 360,000. AID 504333; note: potency is the fitted concentration of half-maximal effect; % is set by controls: 0 for no effect and ±100 for the full control effect; nearly all actives have a fitted effect of over 60% in size
# Target sequence (Q9UIF8 whole entry, looked up): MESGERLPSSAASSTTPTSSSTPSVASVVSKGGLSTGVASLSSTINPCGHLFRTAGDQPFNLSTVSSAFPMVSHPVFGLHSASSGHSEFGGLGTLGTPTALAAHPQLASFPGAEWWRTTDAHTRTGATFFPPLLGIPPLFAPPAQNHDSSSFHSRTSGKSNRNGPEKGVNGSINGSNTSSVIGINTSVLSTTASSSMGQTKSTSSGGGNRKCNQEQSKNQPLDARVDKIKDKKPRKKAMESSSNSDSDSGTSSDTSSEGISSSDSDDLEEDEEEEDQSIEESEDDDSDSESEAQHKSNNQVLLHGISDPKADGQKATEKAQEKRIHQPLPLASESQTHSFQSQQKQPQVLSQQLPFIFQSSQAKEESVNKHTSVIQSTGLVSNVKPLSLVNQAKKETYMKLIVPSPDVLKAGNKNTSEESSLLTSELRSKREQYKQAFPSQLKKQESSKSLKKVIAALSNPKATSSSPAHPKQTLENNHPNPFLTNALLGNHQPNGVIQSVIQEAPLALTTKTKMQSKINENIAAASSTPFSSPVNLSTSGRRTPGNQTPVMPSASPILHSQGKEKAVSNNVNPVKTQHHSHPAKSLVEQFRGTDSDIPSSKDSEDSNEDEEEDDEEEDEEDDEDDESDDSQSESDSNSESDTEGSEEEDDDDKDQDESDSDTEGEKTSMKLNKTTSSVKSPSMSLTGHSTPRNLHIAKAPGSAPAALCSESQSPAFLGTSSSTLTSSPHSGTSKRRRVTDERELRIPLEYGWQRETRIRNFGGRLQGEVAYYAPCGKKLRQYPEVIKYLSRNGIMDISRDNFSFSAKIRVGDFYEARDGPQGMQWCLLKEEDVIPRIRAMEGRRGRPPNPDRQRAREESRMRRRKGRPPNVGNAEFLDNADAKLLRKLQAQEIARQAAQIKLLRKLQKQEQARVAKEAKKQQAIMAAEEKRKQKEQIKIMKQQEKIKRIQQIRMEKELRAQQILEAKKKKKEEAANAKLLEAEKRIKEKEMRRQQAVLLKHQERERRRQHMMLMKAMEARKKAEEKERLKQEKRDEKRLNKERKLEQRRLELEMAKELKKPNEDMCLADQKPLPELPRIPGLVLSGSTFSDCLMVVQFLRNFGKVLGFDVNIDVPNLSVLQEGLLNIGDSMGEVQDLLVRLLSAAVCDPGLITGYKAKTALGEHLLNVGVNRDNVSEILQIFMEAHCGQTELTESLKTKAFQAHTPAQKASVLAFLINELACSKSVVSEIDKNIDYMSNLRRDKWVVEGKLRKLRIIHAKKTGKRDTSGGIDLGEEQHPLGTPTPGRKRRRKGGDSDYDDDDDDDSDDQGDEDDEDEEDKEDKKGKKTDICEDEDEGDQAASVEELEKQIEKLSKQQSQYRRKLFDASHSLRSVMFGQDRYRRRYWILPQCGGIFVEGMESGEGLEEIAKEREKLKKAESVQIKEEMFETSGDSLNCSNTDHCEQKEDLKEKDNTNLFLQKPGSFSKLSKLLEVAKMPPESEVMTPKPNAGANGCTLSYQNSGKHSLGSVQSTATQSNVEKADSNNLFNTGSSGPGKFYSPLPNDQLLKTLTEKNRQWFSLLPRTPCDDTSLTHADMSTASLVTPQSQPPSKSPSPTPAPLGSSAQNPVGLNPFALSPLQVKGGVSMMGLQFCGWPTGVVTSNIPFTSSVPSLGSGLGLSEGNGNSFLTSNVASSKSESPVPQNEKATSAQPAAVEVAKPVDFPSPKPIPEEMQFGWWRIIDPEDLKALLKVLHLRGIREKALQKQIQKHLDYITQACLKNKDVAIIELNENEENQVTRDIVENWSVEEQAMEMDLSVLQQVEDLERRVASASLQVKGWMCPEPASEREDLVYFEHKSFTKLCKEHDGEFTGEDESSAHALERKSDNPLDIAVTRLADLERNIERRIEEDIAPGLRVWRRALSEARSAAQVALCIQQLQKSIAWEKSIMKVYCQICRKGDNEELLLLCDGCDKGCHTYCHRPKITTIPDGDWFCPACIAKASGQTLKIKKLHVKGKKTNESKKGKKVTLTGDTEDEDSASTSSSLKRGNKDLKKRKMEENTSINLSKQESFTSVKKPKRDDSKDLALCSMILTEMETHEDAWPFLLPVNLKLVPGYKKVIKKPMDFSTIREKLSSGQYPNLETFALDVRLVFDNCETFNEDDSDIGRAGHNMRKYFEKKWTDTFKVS
#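 Complex of BAZ2B and biotin-H3K14Ac (50 nM apiece) forms over 30 min at RT, then faces library compounds up to 110 uM for another 30 min; AlphaScreen beads added, 20 min dark incubation, luminescence read.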
# Pin1 inh = human Pin1 inhibition; Q13526; Pin1 FP peptide displacement, HiFluor488, 10 min; Potency, µM (doses to about 115 µM), without a hit: at the top dose activity, negative = inhibition, usual class: inhibitors; hit rate 0.009% among 390,000; AID 504891; active = well fitted inhibition curve with a large enough effect in the polarisation, with a control signal flat, not every such curve was filed as active; inconclusive = small, poorly fitted or top-dose-only effect, or effect the other way, or a change in a side signal; inactive = no such curve, though single readings can be large or run the other way; the % refers to the polarisation; note: potency is the fitted concentration of half-maximal effect; % is set by controls: 0 for no effect and ±100 for the full control effect
# Starred values were filed as active, the others as inactive; i = inactive; ? = inconclusive; . = not tested or not shown; & = joins results of further samples; [ ] = another dose, or the depositor's remark. Unless noted, calls come from the whole dose curve; as a rule, active = well fitted curve in the direction sought with a large enough effect; inconclusive = small, poorly fitted or top-dose-only effect, or another doubt; inactive = no such curve, though single readings can be large; an effect the other way counts as inactive or inconclusive. Some of the compounds tested; the hit share may differ from the screen's.
SMILES,G9a inh,Tb PGK inh,GLS inh,PI4K2A inh,JMJD2A Tudor,POLH inh,HP1b chromo inh,BAZ2B block,Pin1 inh
CC(=O)c1ccc(NC(=O)C(C)OC(=O)COc2ccc(C#N)cc2)cc1 (stereo not given),?,0%,0%,-2,-5%,0%,22%,-4%,2%
Cc1ccc(Cl)cc1-n1nnc(-c2nsc(NC(=O)c3ccccc3Cl)n2)c1C,-29%[59 µM],1%,14%,-4,4%,-17%,31%,4%,54%[activator]
O=C(COC(=O)c1ccc(S(=O)(=O)N2CCc3ccccc3C2)cc1)NC1CCS(=O)(=O)C1 (stereo not given),-30%,4%,-2%,-1,-5%,-18%,31%,-38%,16%
C=CCn1c(COC)nnc1SCC(=O)c1ccc(F)cc1,3.5µM*,-6%,-1%,0,40µM*,-15%,-41%,26%,-6%
COc1cc(C2c3sc(=O)[nH]c3SC3C4CCC(C4)C23)ccc1O (stereo not given),13µM*,6%,3%,-3,?,-16%,?,?,1%
Cc1[nH]n(C(N)=S)c(=O)c1N=Nc1cccc(Cl)c1,40µM*,-5%,9%,17,-26%,3%,-1%,-4%,2%
CCN(CC)S(=O)(=O)c1ccc(O)c(C(=O)OCC(=O)NC2CCCC2)c1,-1%,-8%,6%,2,-7%,-17%,18%,1%,-1%
COCCCNC(=O)CCN1C(=O)COc2ccccc21,35%[0.501 µM],-3%[11.5 µM],-3%,-2,-10%,3%,13%,-15%,0%
CCOC(=O)C1Nc2ccccc2C2C(O)C(O)CC12 (stereo not given),.,-11%,-9%,-19,50µM*,10%,-14%,.,.
CCCCc1ccc(NC(=O)CC(C)(C)C)cc1,-37%,0%,1%,4,3%,?,34%[activator],9%,1%
COc1ccc(CN2CCNC(=O)C2CC(=O)N2CCCN(C(C)=O)CC2)c(OC)c1 (stereo not given),-6%,6%,-2%,-1,12%,-16%,29%,-11%[57.1 µM],-17%
Cc1ccc2nsnc2c1NC(=O)c1ccc([N+](=O)[O-])cc1,-8%,-18%,0%,-2,-9%,-9%,0%,-12%,-4%
CCCCn1nnnc1SCC(=O)N(CC)CC,-6%,-2%,10%,1,-13%,0%,74%[activator],11%,8%
O=C(CNC(=O)c1ccccc1)OCC(=O)c1ccc(Cl)s1,-4%[59 µM],4%,10%,0,-13%,-3%,39%[activator],3%,4%
O=C(COc1ccc(Cl)cc1Cl)Nc1cccc(-c2ccc(N3CCOCC3)nn2)c1,-28%[12.7 µM],-4%,1%,0,-13%,-5%,?,11%,0%
O=C(Nc1ccc(S(=O)(=O)N2CCCC2)cc1)C1CCN(S(=O)(=O)c2ccc(F)cc2)CC1,9%,0%,11%,1,-11%,-18%,18%,-6%,34%[activator]
CCOC(=O)c1ccc(Nc2c(-c3ccc(N(C)C)cc3)nc3nc[nH]n23)cc1,16µM*,-11%,5%,-1,-34%,-18%,-15%,?,-9%
CCOc1cc(N2CCOCC2)c(OCC)cc1NC(=O)COc1ncnc2ccccc12,?,-2%,43%[activator],1,-18%,-6%,11%,?,-1%
COc1ccc(C(=O)NC2CCN(CC(=O)NC3CCCCC3)CC2)cc1,-19%,-1%,23%,2,8%,-24%,29%,3%,-1%
COc1ccc(N2C(=O)c3ccccc3C(C)(C)C2=O)cc1,9%[59 µM],4%,0%,-1,-10%,-12%,-20%,3%,0%
C[C@@H]1CC[C@]2(O[C@@H](CCO)C[C@@H](O)[C@@H]2O)O1,11%[59 µM],1%,12%,-2,-14%,-3%,17%,5%,-8%
COc1cc2[nH]c(=O)n(CCC(=O)NC3CCN(Cc4ccccc4)CC3)c(=O)c2cc1OC,11%[59 µM],0%,-12%,3,-9%,-10%,38%,2%,-8%
N#Cc1ccccc1S(=O)(=O)N1CCN(CC(=O)Nc2ccccc2C(=O)NC2CC2)CC1,7%[59 µM],i,0%,2,-11%,7%,27%,10%,1%
CCCNS(=O)(=O)c1ccc(CCC(=O)N2CCOCC2)cc1,-24%,-1%,0%,-6,-8%[57.1 µM],12%,50%[activator],-9%,-9%
Cc1ccc(SCC(=O)c2cc(C)c(OC(=S)N(C)C)c(C)c2)cc1,11%,-9%,-14%,11,1%,-11%,53%[activator],?,0%
# Remaining list, next part:
SMILES,G9a inh,Tb PGK inh,GLS inh,PI4K2A inh,JMJD2A Tudor,POLH inh,HP1b chromo inh,BAZ2B block,Pin1 inh
S=C(NCCCN1CCOCC1)Nc1ccc(Cl)cc1,18%[59 µM],0%,8%,-2,1%,-20%,43%[activator],9%,8%
COc1ccc(Cn2c(C(=O)O)c(CNCCc3ccccc3Cl)c3ccc(C)cc32)cc1,?,-14%,8%,1,?,-24%,?,?,7%
CCOCCCNC(=S)N(Cc1ccco1)Cc1cc2cc3c(cc2[nH]c1=O)OCCO3,?,-6%,0%,1,-32%,-21%,?,-15%,-6%
COc1ccc(CN=C(C)c2c(C(F)(F)F)[nH]n(-c3nc4ccccc4s3)c2=O)cc1,-2%[59 µM],-1%,4%,-2,-10%,1%,13%,7%,16%
C#CCOCCOCCOCCNc1nc(N2CCN(C(=O)CCCCCCCCCCNC(=O)Cn3cc(C[C@@H](C)O)nn3)CC2)nc(N2CCN(C(=O)CCCCCCCCCCNC(=O)[C@@H]([C@H](C)O)n3cc(C)nn3)CC2)n1,-1%[2.33 µM],i,-6%,-1,-27%,-2%,33%,3%,18%
N#Cc1ccc(C(=O)OCCc2cc3ccccc3c(=O)o2)cc1,5%[0.501 µM],-3%,-8%,6,4%,-20%,44%[activator],6%,-7%
COc1ccc(C(=O)Nc2ccc(S(=O)(=O)Nc3cc(C)nc(C)n3)cc2)cc1,20%[12.7 µM],-6%&-5%,1%&2%,-8&2,-10%[11.4 µM],8%&-10%,81%&40%[activator],-3%&0%,0%&-2%
CCOC(=O)c1ccc(CNC(=O)CSc2nnnn2-c2ccc(Cl)cc2)o1,-49%[59 µM],-1%,-3%,-2,3%,-19%,31%,-8%,5%
Cc1ccc(S(=O)(=O)N2C[C@H]3C(=O)C[C@@H](c4cccc(Cl)c4)N(S(=O)(=O)c4ccc(C)cc4)[C@H]3C[C@H]2c2ccc(Cl)cc2)cc1,.,7%,15%,-11,.,-12%,.,.,.
COc1ccc(C2C(C(=O)NCCCN3CCOCC3)c3ccccc3C(=O)N2c2ccc(OC)cc2)cc1 (stereo not given),-2%,7%,0%,4,-9%,-3%,26%,-5%,0%
CCOC(=O)c1ccccc1NC(=O)c1ccc(F)cc1,15%[59 µM],.,1%,1,2%,-9%,56%[activator],-12%,-2%
CCOC(=O)Cc1ccc(NC(=O)NCc2cccn2Cc2ccccc2)cc1,1%[59 µM],i,1%,3,-25%,-3%,-10%,-19%,0%
O=C(CCN1C(=O)C2CCCCC2C1=O)N1CCN(S(=O)(=O)c2c(F)cccc2F)CC1 (stereo not given),-42%,6%,5%,0,-12%,-6%,24%,2%,6%
CCCCCCn1c(N2CCC(C(N)=O)CC2)nc2c1c(=O)n(C)c(=O)n2C,2%,-6%,1%,4,-7%,3%,18%,-2%,-3%
CCc1cc2c(CN3CCN(CCO)CC3)cc(=O)oc2cc1O,-14%[59 µM],0%,0%,4,-13%,-21%,54%[activator],5%,-14%
Cc1cc(C)nc(N/N=C/c2sccc2C)n1,1%,2%,0%,0,13µM*,-6%,1%,-7%,-3%
COc1ccc(CCNC(=O)CCCn2c(SCC(N)=O)nc3cc4c(cc3c2=O)OCO4)cc1OC,14%,-6%,9%,-20,2%,-6%,40%[activator],-8%&-1%,-1%
COc1ccc(-n2c(=O)c3ccc(C(=O)NCc4ccc(C)cc4)cc3n(CC(=O)Nc3ccc(F)cc3)c2=O)cc1,2%[59 µM],9%,1%,-1,1%,-7%,26%,.,5%
Cc1cccc(C)c1-n1ncc(C(=O)NCCCN2CCCCC2)c1C1CCN(C(=O)OC(C)(C)C)CC1,-25%[59 µM],8%,-14%,-5,2%,-13%,46%[activator],4%[57.1 µM],-1%
COCCn1c(SCC(=O)Nc2cc(C(C)(C)C)nn2-c2ccccc2)nc2ccccc2c1=O,19%[59 µM],9%,-2%,7,0%,-8%,36%,5%,-6%
CCOC(=O)N1CCN(C(=O)COc2ccc(Br)cc2Cl)CC1,?,4%,-2%,-1,-7%,-20%,35%,3%,-1%
COc1ccc(/C=N/NC(=O)CN(CCc2ccccc2)S(=O)(=O)c2ccc(NC(C)=O)cc2)cc1OC,-2%[59 µM],-10%,7%,-3,-24%,-15%,5%,-2%,4%
O=C(NNC(=O)c1cncc(Br)c1)c1ccncc1,1%[12.7 µM],1%,27%,-3,-1%,-9%,41%[activator],-6%,4%
CC(C)(Cc1ccc(O)cc1)NC(=O)CC(=O)N=Nc1c(O)[nH]c2ccc(Br)cc12,13%,-3%,39%[activator],3,-27%,1%,0%,-33%,-1%
Cc1cc(C(=O)NCC2COc3ccccc3O2)c2ccccc2n1 (stereo not given),45µM*,2%,1%,-4,-3%,-24%,36%,-17%,15%
COc1cc(C(=O)N2CCNCC2)cc(OC)c1OC,.,-10%,-1%,3,-7%,8%,54%[activator],2%,0%
CC(C)(C)N(Cc1cc2ccccc2[nH]c1=O)C(=O)c1ccco1,43%,-10%,11%,2,2%[11.4 µM],-9%,-16%,5%,-5%
O=C(COC(=O)c1cnccn1)c1ccc(Cl)cc1,-5%,-2%,25%,0,6%,-13%,49%[activator],?,-5%
COCCCNC(=O)c1ccc(CS(=O)(=O)c2ccccc2C)o1,17%,i,-14%,-1,-5%,-16%,38%,-6%,-8%
O=CN1CCc2scc[n+]2-c2ccccc21,?,0%,8%,-12,-25%,-10%,27%,-6%,0%

# Screening results: PubChem BioAssay, National Center for Advancing Translational Sciences (NCATS)
